# XIAP displacement: XIAP antagonists, biochemical, IAP family, fluorescence polarization (AID 1018) | E3 ubiquitin-protein ligase XIAP (Homo sapiens) | one-dose displacement, % at 20 µM; IC50 in µM for titrated hits | 200,000 compounds, 0.007% hits | XIAP BIR domain, fluorescence polarization peptide displacement; higher % means a stronger effect; in the data active = displacement above about 50%; note: a part of the inactive calls stands beside numbers as strong as those of hits
# CSM14.1 death rescue: rescue of cells from ER stress-induced death, primary screen, 384-well, CSM14.1, thapsigargin, ATP luminescence (AID 1222) | CSM14.1 thapsigargin-induced death rescue, ATP luminescence; higher % means a stronger effect | cellular ATP content (survival), % at 20 µM; hits with a dose series show EC50 in µM | 190,000 tested, under 10 active;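 active = EC50 below 50 µM in the dose-response confirmation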;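 note: death triggered by thapsigargin at about 15 µM added after 2 h compound pretreatment; cell ATP read after overnight thapsigargin exposure of roughly 18 to 22 hours; normalized against plate controls of thapsigargin alone and 5% DMSO vehicle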
# UTI89 phage lysis: inhibition of K1F phage lysis, E. coli UTI89, bacterial capsule biogenesis inhibitors, alamar blue (AID 488966); E. coli UTI89 K1F phage lysis, alamar blue, 2 h; higher % means a stronger effect; one-dose inhibition, % at 100 µM; IC50 in µM for titrated hits; 340,000 compounds, 0.02% hits;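 active = phage lysis inhibition, versus mean bacterial control, above a set limit; inconclusive = no clear call, values can overlap the other calls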;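 note: capsule biogenesis inhibitors block K1F phage lysis so surviving cells raise fluorescence; higher fluorescence means more inhibition of phage lysis; actives were called in the ten point dose series up to 300 µM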
# RSV antiviral HEp-2: RSV antiviral activity via CPE protection, HEp-2 cells, primary 10 µM value included (AID 2391); CPE inhibition, % at 10 µM; hits with a dose series show IC50 in µM; 310,000 compounds, 0.13% hits; HEp-2 cells, RSV-induced CPE inhibition; higher % means a stronger effect; in the data active = a potency from the dose series; inconclusive = CPE inhibition mostly from about 23% at the one dose, without a potency; inactive = the rest, 99 in 100 with CPE inhibition below about 21%; note: strong numbers were not always called active
# West Nile virus CPE: West Nile virus antiviral activity, cell-based, CPE readout (AID 1621); West Nile virus-infected cells, CPE inhibition; higher % means a stronger effect; 290,000 compounds, 0.02% hits; CPE inhibition, % at 10 µM; hits with a dose series show IC50 in µM; in the data active = a potency from the dose series; inconclusive = CPE inhibition mostly from about 3.7% at the one dose, without a potency; inactive = the rest, 99 in 100 with CPE inhibition below about 2.2%; note: strong numbers were not always called active
# WT yeast gro inh: growth inhibition of WT strain, primary screen, mitochondrial fusion inhibitor project, WT and mutant strains, chemical genetic | mitochondrial fusion phenotypic screen | inhibition, % at 10 µM | 190,000 compounds, 2.1% hits | AID 1362, 2008; in the data active = inhibition above about 58%; tested in S. cerevisiae
# NS5 inhibitors: Dengue-2 NS5 methyltransferase inhibitors, primary screen, biochemical, confirmation dose response (AID 588689); inhibition, % at 25 µM, or IC50 in µM where a hit was titrated; Dengue-2 NS5 methyltransferase capping enzyme assay, biochemical; higher % means a stronger effect; 340,000 compounds, 0.3% hits; Genome polyprotein (Dengue virus type 2 (strain 16681-PDK53)); in the data active = a potency from the dose series; inconclusive = inhibition above about 29% without an active follow-up result
# Yfh1-depleted yeast: enhancers of respiration in Yfh1-depleted yeast, dose response, Friedreich's ataxia, plus single-dose screen (AID 1465) | S. cerevisiae Yfh1-off respiration, WST-1 reduction, 72 h; higher fold induction means a stronger effect | one-dose fold induction at 50 µM; EC50 in µM for titrated hits | 220,000 compounds, 0.074% hits;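 active = fold induction of absorbance versus untreated yeast above a set limit, then at least 30% activation at any dose in follow-up; inconclusive = repeats straddling the limit, or above it without dose testing; inactive = fold induction below the set limit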;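 note: activators that raise dye reduction in frataxin-depleted yeast; strong numbers were not always called active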
# SV40 large T antigen: SV40 large T antigen inhibitors, biochemical (AID 1903) | SV40 large T antigen ATPase/helicase inhibition assay; higher % means a stronger effect | 310,000 compounds, 0.39% hits | inhibition, % at 20 µM, or IC50 in µM where a hit was titrated; in the data active = a potency from the dose series; inconclusive = inhibition mostly from about 32% at the one dose, without a potency; inactive = the rest, 99 in 100 with inhibition below about 32%; note: strong numbers were not always called active
# WT yeast gro inh mutant strain: further read-out of WT yeast gro inh, marked with its call; inhibition, %; mitochondrial fusion phenotypic screen, mutant strain inhibition
# NS5 inhibitors pilot replicate: second read-out of NS5 inhibitors, no call of its own (marks repeat the call); inhibition, %; measured here: pilot screen replicate inhibition
# An asterisk follows results filed as active; i = inactive; ? = inconclusive; . = no result given; [ ] = another dose, or the depositor's remark.
SMILES,XIAP displacement,CSM14.1 death rescue,UTI89 phage lysis,RSV antiviral HEp-2,West Nile virus CPE,WT yeast gro inh,WT yeast gro inh mutant strain,NS5 inhibitors,Yfh1-depleted yeast,SV40 large T antigen,others
O=C(O)c1ccc(-n2nnnc2SCc2ccccc2Br)cc1,.,.,0.1%,1.1%,-0.5%,.,.,-1%,.,9%,
COc1ccc(CS(=O)(=O)c2nc(C)cc(C)c2S(C)(=O)=O)cc1,-5.1%,0.7%,0.1%,2.4%,-2.0%,-15,1,.,i,-2%,
N#Cc1ccc(C23CC4CC(CC(C4)C2)C3)[nH]c1=O,-7.8%,0.5%,0.4%,2.2%,-0.1%,22,24,5%,i,4%,
O=C(N/N=C/c1nn(-c2ccccc2)cc1-c1ccc(Cl)cc1)c1ccncc1,-8.6%,22%,.,42%,-0.3%,47,23,.,i,.,
CCOc1ccccc1NC(=O)c1cccc2c1C(=O)N(C1CCCCC1)C2,.,.,0.6%,?,-0.4%,.,.,2%,.,6%,
C[C@]12CCC[C@H](O1)c1c(cc3c(c1O)C(=O)c1c(O)cc(O)cc1C3=O)O2,.,.,-0.1%,7.5%,-1.1%,.,.,-51%,i,5%,
COc1ccccc1NC(=O)Cn1cnc2c(oc3ccccc32)c1=O,-4.2%,-0.4%,-0.1%,0.2%,0.2%,-4,-12,-6%,i,3%,
Cc1[nH][nH]c(=O)c1C=NCc1ccc(Cl)cc1,-2.6%,.,0.0%,1.5%,1.4%,-19,5,0%,i,16%,
Cn1c(NCc2ccco2)nc2c1c(=O)n(Cc1ccc(Cl)cc1)c(=O)n2C,-7.8%,3.5%,0.2%,1.8%,-0.1%,22,-2,-10%,i,0%,
Cc1ccc(N2CC(C(=O)Nc3cc(C)on3)CC2=O)c(C)c1 (stereo unspecified),.,.,0.0%,-0.3%,-0.2%,.,.,-1%,.,-1%,
CCc1cc2c(SCC(=O)Nc3cc(C)on3)ncnc2s1,-8.8%,1.1%,-0.3%,-1.3%,-0.3%,7,0,-4%,i,0%,
O=C(NC(=S)NC1CCCc2ccccc21)c1ccco1 (stereo unspecified),-5.6%,1.1%,-1.8%,6.8%,-1.4%,73*,61*,-6%,i,6%,
COc1cnn(-c2ccccc2)c(=O)c1SCc1ccc(Cl)c(Cl)c1,1.9%,-1.0%,3.8%,5.8%,0.3%,13,3,0%,i,0%,
Cc1nc(NC(=O)CSc2nc3cccnc3n2Cc2ccccc2)sc1C,-7.9%,-0.8%,2.1%,5.4%,-1.7%,33,8,5%,i,2%,
COc1cccc(CNc2nc3nc(C)cc(C)n3n2)c1,-3.6%,-2.4%,-0.5%,0.9%,-0.3%,-1,3,3%,i,10%,
CCOC(=O)C1C(c2cc(OC)c(O)c(OC)c2)NC(=S)NC1(O)C(F)(F)F (stereo unspecified),-22%,-2.0%,0.7%,0.7%,2.1%,-2,9,2%,i,20%,
Cc1c(Br)c([N+](=O)[O-])nn1CC(=O)NCC1CCCO1 (stereo unspecified),-0.1%,0.4%,0.4%,3.4%,0.3%,-9,0,-11%,i,-3%,
COc1ccc(Br)cc1C(=O)Nc1ccccc1-c1ccccc1,-4.5%,-2.5%,-0.4%,1.2%,1.2%,29,8,-3%,i,-2%,
O=C1CCCCC1C(=O)c1cn(-c2ccc(Cl)c(Cl)c2)nn1 (stereo unspecified),-9.0%,.,0.2%,1.7%,-0.4%,1,-10,-6%,i,6%,
CC(C)=CC(=O)Nc1ccc(S(=O)(=O)Nc2ccccn2)cc1,1.1%,-1.3%,0.1%,2.9%,-0.2%,6,9,-6%,i,12%,
CCSc1sccc1C1C(C#N)=C(N)N(c2cccnc2)C2=C1C(=O)CCC2 (stereo unspecified),2.2%,.,1.2%,1.0%,-1.2%,-11,-12,28%,i,.,
COc1ccc2oc(C(=O)OC(C)C(=O)N(C)c3ccccc3)c(C)c2c1 (stereo unspecified),.,.,1.0%[50 µM],3.4%,.,.,.,-2%,.,12%,
Nc1c(-c2ccc(Cl)cc2)cnn1-c1cccc(C(F)(F)F)c1,-4.7%,-0.4%,0.7%,4.8%,-0.5%,15,7,6%,i,5%,
CCN1C(=O)CC(NNC(=O)c2ccccc2)C1=O (stereo unspecified),.,.,0.9%,1.3%,1.3%,.,.,0%,i,4%,
O=C(NC1CC(=O)N(c2ccc(F)cc2)C1)C(=O)c1c[nH]c2ccccc12 (stereo unspecified),.,.,1.0%[50 µM],-1.7%,.,.,.,3%,.,13%,

# Pulled by compound from the list above, four records:
SMILES,XIAP displacement,CSM14.1 death rescue,UTI89 phage lysis,RSV antiviral HEp-2,West Nile virus CPE,WT yeast gro inh,WT yeast gro inh mutant strain,NS5 inhibitors,Yfh1-depleted yeast,SV40 large T antigen,others
COc1ccc(Br)cc1C(=O)Nc1ccccc1-c1ccccc1,-4.5%,-2.5%,-0.4%,1.2%,1.2%,29,8,-3%,i,-2%,
CCOc1ccccc1NC(=O)c1cccc2c1C(=O)N(C1CCCCC1)C2,.,.,0.6%,?,-0.4%,.,.,2%,.,6%,
CCc1cc2c(SCC(=O)Nc3cc(C)on3)ncnc2s1,-8.8%,1.1%,-0.3%,-1.3%,-0.3%,7,0,-4%,i,0%,
Nc1c(-c2ccc(Cl)cc2)cnn1-c1cccc(C(F)(F)F)c1,-4.7%,-0.4%,0.7%,4.8%,-0.5%,15,7,6%,i,5%,

# (further entries)
SMILES,XIAP displacement,CSM14.1 death rescue,UTI89 phage lysis,RSV antiviral HEp-2,West Nile virus CPE,WT yeast gro inh,WT yeast gro inh mutant strain,NS5 inhibitors,Yfh1-depleted yeast,SV40 large T antigen,others
O=C(CCc1ccccn1)NC1CCCc2c1cnn2-c1ccc(F)cc1F (stereo unspecified),-0.7%,1.9%,0.2%,?,-1.9%,-10,14,-5%,i,16%,
O=C(NC1CCCC1)C(c1c[nH]c2ccccc12)N(C(=O)Cn1nnc(-c2ccc(Cl)cc2)n1)c1ccccc1 (stereo unspecified),-8.1%,15%,0.9%,-0.2%,-1.3%,6,4,-8%,i,9%,
C=CCSC1=NNC(c2ccc(C(C)(C)C)cc2)=NN1,.,.,-0.4%,2.0%,-0.2%,.,.,0%,i,7%,
O=C(c1ccccc1)N(Cc1ccc(F)cc1)C1CCS(=O)(=O)C1 (stereo unspecified),-1.5%,0.2%,3.5%,1.2%,-0.5%,-2,4,-2%,i,7%,
COc1ccccc1CNC(=O)CCSCc1cccc(Cl)c1,-6.3%,-0.9%,2.1%,5.8%,-0.2%,9,-18,1%,i,6%,
O=C(C1CCC1)N1CCC(O)(c2cccc(F)c2)CC1,-6.1%,-2.2%,0.2%,1.6%,-0.2%,5,7,-1%,i,4%,
COc1ccc2c(c1)[nH]c1c(N3CCSCC3)ncnc12,.,.,-1.8%,.,0.7%,.,.,4%,i,14%,
O=C(OCC(=O)N1CCCC1)c1c(Cl)ccc(Cl)c1Cl,.,.,-0.1%,0.9%,-0.5%,.,.,-1%,.,6%,
O=C(Nc1ncccc1Cl)c1cccc(F)c1,-3.0%,-1.5%,-0.1%,7.5%,0.3%,-9,3,-1%,i,14%,
COc1ccccc1C(=O)Nc1c2c(nn1-c1ccc([N+](=O)[O-])cc1)CS(=O)(=O)C2,.,.,0.0%,1.6%,1.2%,.,.,-7%,.,-1%,
O=C1COc2ccccc2CN1,-3.8%,2.8%,1.6%,0.3%,-0.1%,1,2,-3%,i,1%,
CCOC(=O)CSc1nnc(-c2cccc(Cl)c2)n1CC,-5.3%,-2.3%,-0.2%,0.2%,0.6%,-13,-14,-3%,i,1%,
CC1CCC(C(=O)NC(C(=O)N2CCN(c3ccccn3)CC2)C(C)C)CC1 (stereo unspecified),-12%,-2.2%,0.1%,-0.9%,.,-18,-2,-5%,.,-3%,
CCOC(=O)C1=C(N)Oc2cc(O)ccc2C1c1cccc(Cl)c1 (stereo unspecified),.,.,-1.0%,1.1%,?,.,.,-14%,.,0%,
COc1cc2c(cc1NC(=O)c1ccncc1)oc1ccccc12,-3.3%,1.6%,0.0%,-0.9%,0.1%,13,24,3%,i,8%,
Cc1ccc(NC(=O)N2CCc3ccccc32)cc1,-0.1%,-5.5%,0.2%,2.9%,-0.9%,27,6,-2%,i,3%,
Cc1[nH][nH]c(=O)c1N=Nc1ccc(F)cc1,.,.,0.3%,22%,0.6%,.,.,-6%,.,8%,
O=C(CSc1ccc(-c2nc3ccccc3[nH]2)cn1)Nc1ccc(S(=O)(=O)N2CCCC2)cc1,-7.8%,-4.0%,2.4%[50 µM],-0.2%,-0.6%,-13,-5,-5%,?,9%,
CCn1cc(CNC(=O)c2ccc3nc(Cc4ccc(OC)cc4)oc3c2)cn1,.,.,-0.3%,-1.7%,0.1%,.,.,-7%,.,4%,
CC(=O)c1c(C(C)=O)c(C)n(Cc2ccc3c(c2)OCO3)c1C,-2.7%,1.2%,0.0%,3.9%,-1.8%,9,21,-4%,i,2%,NS5 inhibitors pilot replicate=-0.6
CC(=O)c1c(C)[nH]c(C(=O)Nc2nc(C)cs2)c1C,1.1%,-4.3%,0.2%,7.8%,-1.0%,-2,-1,-2%,i,13%,
Cc1cc(N=Nc2ccc(C)c(N=Nc3cc(C)c(N)cc3N)c2)c(N)cc1N,.,.,0.1%,2.2%,1.1%,.,.,26%,i,16%,
COc1cccc(/C=N/NC(=S)NC2CC3CCC2C3)c1OC (stereo unspecified),.,.,-0.4%,.,-1.0%,.,.,-11%,i,7%,
Cn1cccc1C1(C(F)(F)F)NCCNC1=O (stereo unspecified),-4.4%,.,1.9%,0.4%,-0.3%,-12,-12,-6%,i,2%,
O=C(OCc1nc2scc(-c3ccccc3)c2c(=O)[nH]1)c1ccco1,.,.,1.8%[50 µM],?,.,.,.,-12%,.,5%,
Fc1ccc(CN2C3=NCCCN3c3ccccc32)cc1,-4.4%,10%,4.0%,2.1%,-0.7%,14,5,-1%,i,27%,
C=CCN1C(=O)C2C(C(=O)NC)C3(C)C=CC2(O3)C1C(=O)NCc1ccc(OC)cc1 (stereo unspecified),-3.9%,-2.0%,2.3%,-0.3%,-0.3%,8,1,-8%,.,3%,
COC(=O)COc1ccc(/C=C2/SC(=O)N(CC(=O)N3CCCC3)C2=O)cc1Br,-2.6%,-0.3%,0.6%,4.0%,-0.3%,-5,2,-3%,i,-3%,
Cc1cc(C)c(NC(=S)N(CCc2ccncc2)C(C)C)c(C)c1,-10%,-16%,-0.1%,0.5%,0.0%,3,2,-2%,i,8%,
CN1C=C(C(F)(F)F)C=C/C1=C(\C#N)c1nnc2n1CCCCC2,-0.1%,0.9%,0.1%,1.8%,-0.9%,-18,-74,-1%,i,2%,

# Bioassay records: PubChem BioAssay, several laboratories
